Bioassay records: PubChem, several laboratories
TLR9-MyD88 inh = TLR9-MyD88 interaction inhibition; CHO BLA complementation TLR9-MyD88, CCF4 FRET ratio; inhibition, % at 4.98 µM; 340,000 tested, 0.21% active; AID 504734;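 active = inhibition above the mean over all tested compounds plus 3 SD, cut at about 21% in these data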;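 note: 0% = DMSO only wells and 100% = clavulanate BLA inhibitor control wells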
NOD2-RIPK2 inh = blocks binding of human NOD2 to RIPK2; CHO BLA complementation NOD2-RIPK2, CCF4 ratio; O43353; 360,000 tested, 0.38% active; inhibition, % at 4.98 µM; AID 624267; in the data active = inhibition above about 21%;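 note: 0% = vehicle only and 100% = reference blocker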
Target sequence (O43353 whole entry, looked up): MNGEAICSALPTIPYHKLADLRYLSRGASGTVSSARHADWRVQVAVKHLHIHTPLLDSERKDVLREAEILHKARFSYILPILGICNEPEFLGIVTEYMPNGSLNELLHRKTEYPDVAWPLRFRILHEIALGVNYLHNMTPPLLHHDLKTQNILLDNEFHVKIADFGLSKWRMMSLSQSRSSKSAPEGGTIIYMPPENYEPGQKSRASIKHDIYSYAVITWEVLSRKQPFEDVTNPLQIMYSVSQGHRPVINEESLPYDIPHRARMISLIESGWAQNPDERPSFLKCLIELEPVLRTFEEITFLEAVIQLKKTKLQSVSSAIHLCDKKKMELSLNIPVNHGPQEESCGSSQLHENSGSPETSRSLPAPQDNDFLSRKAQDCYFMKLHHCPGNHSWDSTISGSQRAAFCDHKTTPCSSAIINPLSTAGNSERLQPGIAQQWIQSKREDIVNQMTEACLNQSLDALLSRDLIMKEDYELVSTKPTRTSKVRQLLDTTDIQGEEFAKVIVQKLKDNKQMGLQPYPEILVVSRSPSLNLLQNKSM
NR5A2 inv ag = inverse agonists of human LRH-1 (NR5A2); HEK293T StAR-luciferase reporter, LRH-1 transfected, 24 h; inhibition, % at 3.6 µM; 360,000 tested, 0.13% active; AID 602396;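 active = inhibition above the mean inhibition of all tested compounds plus 3 SD, cut at about 73% in these data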;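 note: 0% = DMSO wells and 100% = reporter-only cells lacking LRH-1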
Target sequence (O00482 whole entry, looked up): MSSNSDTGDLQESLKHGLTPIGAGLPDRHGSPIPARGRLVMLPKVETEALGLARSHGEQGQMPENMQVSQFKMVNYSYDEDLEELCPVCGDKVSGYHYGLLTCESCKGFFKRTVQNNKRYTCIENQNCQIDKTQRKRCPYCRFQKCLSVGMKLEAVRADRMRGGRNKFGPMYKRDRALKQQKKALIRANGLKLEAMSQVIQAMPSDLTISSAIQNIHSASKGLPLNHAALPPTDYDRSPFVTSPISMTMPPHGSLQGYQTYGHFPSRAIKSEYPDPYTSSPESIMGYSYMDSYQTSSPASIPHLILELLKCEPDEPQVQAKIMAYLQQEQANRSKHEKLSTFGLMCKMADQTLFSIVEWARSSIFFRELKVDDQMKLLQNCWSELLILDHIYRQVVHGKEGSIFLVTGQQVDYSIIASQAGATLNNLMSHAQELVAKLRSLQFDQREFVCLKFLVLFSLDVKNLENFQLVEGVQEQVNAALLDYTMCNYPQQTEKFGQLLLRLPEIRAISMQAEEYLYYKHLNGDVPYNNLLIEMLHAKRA
TWEAK Fn14 block = TWEAK-Fn14 signaling inhibition; 360,000 tested, 2% active; AID 1159606; inhibition, % at 10 µM; TWEAK-stimulated Fn14 reporter cells, luciferase luminescence, 8 h; in the data active = inhibition above about 50%
NCOA2 inhibitor = inhibits human steroid receptor coactivator 2 | Q15596 | HEK293 GAL4-SRC2 luciferase reporter, luminescence | inhibition, % at 9 µM | 370,000 tested, 0.17% active | AID 651957;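 active = inhibition above the mean inhibition of all tested compounds plus 3 SD, set per campaign, cut at about 52% in these data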;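 note: 0% = DMSO treated cells and 100% = cells given Gossypol at 36 µM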
ABHD5 PLIN5 PPI = inhibitors of human ABHD5-perilipin-5 interaction; Q00G26+Q8WTS1; Split G. princeps luciferase complementation, luminescence, 4 h; inhibition, % at 4 µM; 360,000 tested, 0.78% active; AID 602281;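 active = inhibition above the mean inhibition across every tested compound plus 3 SD, cut at about 22% in these data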;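 note: 0% = DMSO only wells and the 100% control is not disclosed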
Granule exo inh = lytic granule exocytosis inhibition; inhibition, % at 10 µM; 360,000 tested, 0.66% active; TALL-104 LAMP-1 surface exposure, flow cytometry; cells stimulated with thapsigargin and PMA;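 active = inhibition above about 55%, limit read from the data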
COUP-TFII inh = blocks human COUP-TFII nuclear receptor. P24468. inhibition, % at 8.6 µM. 370,000 tested, 0.7% active. HEK293T NGFI-A luciferase reporter, luminescence;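 active = inhibition above a per-plate cutoff, mean inhibition of test wells between control levels plus 3 SD, cut at about 38% in these data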;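 note: cells cotransfected with COUP-TFII expression vector driving the NGFI-A reporter; 0% = median of COUP-TF2 test wells and 100% = reporter-only cells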
NCOA3 inh = human NCOA3 inhibition. 360,000 tested, 0.17% active. HEK293 GAL4-SRC3 luciferase reporter, luminescence. inhibition, % at 3.6 µM;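 active = inhibition above a per-campaign cutoff, the mean of all compounds plus 3 SD, cut at about 60% in these data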;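 note: 0% = DMSO-treated cells and 100% = gossypol-treated cells at 36 µM; higher means less SRC3-driven luciferase light from the GAL4 reporter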
TROY NFkB inh = inhibitors of TROY-dependent NF-kB signaling; AID 1347056; 360,000 tested, 0.98% active; Q293 LMP1-TROYcd NF-kB luciferase reporter, 4 h; inhibition, % at 10 µM;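 active = compounds whose plate-normalised and pattern-corrected inhibition of the luciferase reporter signal at the single screening dose is 50% or more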
SRC1 inh = human NCOA1 inhibition; 360,000 tested, 0.12% active; Q15788; AID 588354; inhibition, % at 3.6 µM; HEK293 GAL4-SRC1 luciferase reporter, luminescence;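 active = inhibition above the campaign mean plus 3 SD, with each screening campaign given its own cutoff, cut at about 60% in these data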;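 note: 0% = DMSO treated cells and 100% = gossypol at 36 µM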
The depositor's hits bear a star.

`O=C(Nc1ccccc1F)C1(c2ccccc2)CC1(Cl)Cl` (stereo not given) gave TLR9-MyD88 inh 0, NOD2-RIPK2 inh -4, NR5A2 inv ag -6, TWEAK Fn14 block 1, NCOA2 inhibitor -13, ABHD5 PLIN5 PPI -6, Granule exo inh 2, COUP-TFII inh 3, NCOA3 inh 18, TROY NFkB inh -2 and SRC1 inh 12.
For CCOC(=O)C1(C)CCN1C(=O)c1ccc(OC)c(OC)c1 (stereo not given) the results were NOD2-RIPK2 inh -15, NR5A2 inv ag -1, TWEAK Fn14 block 13, NCOA2 inhibitor 9, ABHD5 PLIN5 PPI 2, Granule exo inh -12, COUP-TFII inh -3, NCOA3 inh 3, TROY NFkB inh -7 and SRC1 inh 3.
Screening CCc1ccc(C(O)c2ncc(-c3ccccc3C)[nH]2)cc1 (stereo not given) returned NOD2-RIPK2 inh 6, NR5A2 inv ag -7, TWEAK Fn14 block -23, NCOA2 inhibitor -36, ABHD5 PLIN5 PPI 6, Granule exo inh -11, COUP-TFII inh -2, NCOA3 inh -3, TROY NFkB inh -30 and SRC1 inh -7.
For Cc1ccc(C(=O)C(C)OC(=O)Cn2cnc3c2c(=O)n(C)c(=O)n3C)cc1 (stereo not given) the results were TLR9-MyD88 inh 3, NOD2-RIPK2 inh -11, NR5A2 inv ag 9, TWEAK Fn14 block -7, NCOA2 inhibitor -11, ABHD5 PLIN5 PPI 2, Granule exo inh -1, COUP-TFII inh -43, NCOA3 inh -18, TROY NFkB inh 5 and SRC1 inh -15.
For CN1CCN(C(=O)c2ccc3c(c2)NC(=O)C(N2CCOCC2)S3)CC1 (stereo not given) the results were TLR9-MyD88 inh 0, NOD2-RIPK2 inh -3, NR5A2 inv ag 12, TWEAK Fn14 block 20, NCOA2 inhibitor -28, ABHD5 PLIN5 PPI 1, Granule exo inh -2, COUP-TFII inh -12, NCOA3 inh 10 and SRC1 inh -11.
`O=C(NCc1cccc(C(F)(F)F)c1)c1ccc2sc([C@H]3C[C@H](O)[C@@H](CO)O3)nc2c1` gave NOD2-RIPK2 inh 1, NR5A2 inv ag 7, TWEAK Fn14 block 8, NCOA2 inhibitor 23, ABHD5 PLIN5 PPI 0, Granule exo inh -3, COUP-TFII inh 24, NCOA3 inh -8, TROY NFkB inh 5 and SRC1 inh -6.
`CCOC(=O)C1CCN(S(=O)(=O)c2ccc3[nH]c4c(c3c2)CCCC4)CC1` gave TLR9-MyD88 inh -15, NOD2-RIPK2 inh -6, NR5A2 inv ag 10, TWEAK Fn14 block 13, NCOA2 inhibitor 20, ABHD5 PLIN5 PPI 6, Granule exo inh -3, COUP-TFII inh 15, NCOA3 inh -2, TROY NFkB inh 21 and SRC1 inh -8.
Screening COc1ccc(C(=O)NCc2cc(C)nc3ccccc23)cc1OC returned TLR9-MyD88 inh 7, NOD2-RIPK2 inh 1, NR5A2 inv ag 3, TWEAK Fn14 block -8, NCOA2 inhibitor 7, ABHD5 PLIN5 PPI -3, Granule exo inh 51, COUP-TFII inh -3, NCOA3 inh 12, TROY NFkB inh 20 and SRC1 inh 3.
Screening COc1ccc(N(C(=O)c2ccco2)S(=O)(=O)c2cccs2)cc1 returned TLR9-MyD88 inh 1, NOD2-RIPK2 inh -3, NR5A2 inv ag 6, TWEAK Fn14 block 13, NCOA2 inhibitor -26, ABHD5 PLIN5 PPI -1, Granule exo inh -2, COUP-TFII inh 5, NCOA3 inh 10, TROY NFkB inh 2 and SRC1 inh 8.
COC(=O)Cc1cc(=O)n2[nH]c(C)nc2n1 was read as TLR9-MyD88 inh -10, NOD2-RIPK2 inh -1, NR5A2 inv ag -10, TWEAK Fn14 block -4, NCOA2 inhibitor -1, ABHD5 PLIN5 PPI -1, Granule exo inh -1, COUP-TFII inh -13, NCOA3 inh 5, TROY NFkB inh -7 and SRC1 inh -8.
For Cc1ccccc1CC1(CO)CCCN(Cc2c(C)nn(C)c2Cl)C1 (stereo not given) the results were TLR9-MyD88 inh -6, NOD2-RIPK2 inh -12, NR5A2 inv ag 12, TWEAK Fn14 block 9, NCOA2 inhibitor 5, ABHD5 PLIN5 PPI -1, Granule exo inh -1, COUP-TFII inh -13, NCOA3 inh 12, TROY NFkB inh 8 and SRC1 inh -9.
Cn1c(NNC(=O)c2c(F)cccc2F)cc(=O)n(C)c1=O was read as TLR9-MyD88 inh 4, NOD2-RIPK2 inh -9, NR5A2 inv ag -8, TWEAK Fn14 block -10, NCOA2 inhibitor 6, ABHD5 PLIN5 PPI 9, Granule exo inh -1, COUP-TFII inh 14, NCOA3 inh -1, TROY NFkB inh -23 and SRC1 inh -42.
Screening Cc1cc(C)c(C(=O)C2OC(=O)C(C)(C)C(=O)C2(C)C)c(C)c1 (stereo not given) returned TLR9-MyD88 inh -10, NOD2-RIPK2 inh -3, NR5A2 inv ag 12, TWEAK Fn14 block 4, NCOA2 inhibitor 1, ABHD5 PLIN5 PPI -6, Granule exo inh -6, COUP-TFII inh -13, NCOA3 inh 2, TROY NFkB inh -5 and SRC1 inh -11.
Cc1cc(Cl)ccc1OCC(=O)NCc1ccncc1 was read as TLR9-MyD88 inh 0, NOD2-RIPK2 inh -7, NR5A2 inv ag -16, TWEAK Fn14 block -4, NCOA2 inhibitor -32, ABHD5 PLIN5 PPI 1, Granule exo inh -2, COUP-TFII inh -7, NCOA3 inh -17, TROY NFkB inh -41 and SRC1 inh -31.
CC(NC(=O)c1ccccc1NS(C)(=O)=O)c1ccccc1 (stereo not given) was read as TLR9-MyD88 inh 3, NOD2-RIPK2 inh -9, NR5A2 inv ag -8, TWEAK Fn14 block 11, NCOA2 inhibitor -42, ABHD5 PLIN5 PPI 1, Granule exo inh -11, COUP-TFII inh -4, NCOA3 inh 8, TROY NFkB inh -13 and SRC1 inh 6.
Screening CC(C)n1nc(C(=O)Nc2cccc(S(=O)(=O)N3CCOCC3)c2)c2ccccc2c1=O returned TLR9-MyD88 inh -4, NOD2-RIPK2 inh -7, NR5A2 inv ag 10, TWEAK Fn14 block 2, NCOA2 inhibitor 19, ABHD5 PLIN5 PPI 0, Granule exo inh -1, COUP-TFII inh -4, NCOA3 inh -10, TROY NFkB inh 0 and SRC1 inh 4.
Screening Cc1c(CC(=O)NCCCCCC(=O)O)c(=O)oc2cc3c(cc12)CCC(C)(C)O3 returned TLR9-MyD88 inh 1, NOD2-RIPK2 inh -6, NR5A2 inv ag 0, TWEAK Fn14 block 38, NCOA2 inhibitor 8, ABHD5 PLIN5 PPI 8, Granule exo inh 2, COUP-TFII inh 12, NCOA3 inh 0, TROY NFkB inh -4 and SRC1 inh -2.
For CN1C(=S)N(c2cccnc2)C(=O)/C1=C\c1ccc(N(C)C)cc1 the results were TLR9-MyD88 inh -2, NOD2-RIPK2 inh -5, NR5A2 inv ag -19, TWEAK Fn14 block -12, NCOA2 inhibitor 19, ABHD5 PLIN5 PPI 2, Granule exo inh 0, COUP-TFII inh 5, NCOA3 inh -7, TROY NFkB inh -12 and SRC1 inh -25.
Screening O=C1c2ccccc2C(Nc2ccc(S(=O)(=O)N3CCCCC3)cc2)N1c1ccccn1 (stereo not given) returned TLR9-MyD88 inh -9, NOD2-RIPK2 inh -12, NR5A2 inv ag 10, TWEAK Fn14 block -21, NCOA2 inhibitor -28, ABHD5 PLIN5 PPI 8, Granule exo inh -1, COUP-TFII inh -9, NCOA3 inh -45, TROY NFkB inh -15 and SRC1 inh -1.
Screening O=c1nc2scc(-c3ccccc3)n2c2ccccc12 returned TLR9-MyD88 inh -5, NOD2-RIPK2 inh -1, NR5A2 inv ag 6, TWEAK Fn14 block -37, NCOA2 inhibitor -9, ABHD5 PLIN5 PPI 3, Granule exo inh 3, COUP-TFII inh 3, NCOA3 inh 13, TROY NFkB inh -25 and SRC1 inh 1.
CCOC(=O)C1=C(N)OC2=C(C(=O)CC(C)(C)C2)C1c1ccccc1OCC#N (stereo not given) was read as TLR9-MyD88 inh -1, NOD2-RIPK2 inh -9, NR5A2 inv ag 7, TWEAK Fn14 block 3, NCOA2 inhibitor 13, ABHD5 PLIN5 PPI 4, Granule exo inh -2, COUP-TFII inh 1, NCOA3 inh 14, TROY NFkB inh 9 and SRC1 inh -7.
`COc1ccc(CN2C(=S)NC(C)(C)CC2(C)O)cc1` (stereo not given) gave TLR9-MyD88 inh 8, NOD2-RIPK2 inh -7, NR5A2 inv ag 19, TWEAK Fn14 block 14, NCOA2 inhibitor -7, ABHD5 PLIN5 PPI -2, Granule exo inh -5, COUP-TFII inh -4, NCOA3 inh 22, TROY NFkB inh -4 and SRC1 inh -8.
`COc1ccc(NS(=O)(=O)c2cccc(C(=O)NNC(=O)c3ccccc3O)c2)cc1` gave TLR9-MyD88 inh -18, NOD2-RIPK2 inh 6, NR5A2 inv ag -39, TWEAK Fn14 block 13, NCOA2 inhibitor -15, ABHD5 PLIN5 PPI 1, Granule exo inh 5, COUP-TFII inh -31, NCOA3 inh 12, TROY NFkB inh -20 and SRC1 inh 12.
C/C(=N/NC(=O)c1ccoc1C)c1cccc(NC(=O)C(F)(F)F)c1 was read as TLR9-MyD88 inh -11, TWEAK Fn14 block -17, NCOA2 inhibitor -54, Granule exo inh -2, COUP-TFII inh -48 and TROY NFkB inh 24.
For COc1ccc2c(c1OC)C(=O)OC2Nc1nc(-c2ccccc2)cs1 (stereo not given) the results were TLR9-MyD88 inh 11, NOD2-RIPK2 inh 22*, NR5A2 inv ag -45, TWEAK Fn14 block 66*, NCOA2 inhibitor 16, ABHD5 PLIN5 PPI 39*, Granule exo inh 2, COUP-TFII inh -4, NCOA3 inh -26, TROY NFkB inh 26 and SRC1 inh -49.
Cc1ccc(-c2cc(Cc3ccc(F)cc3)c(=O)[nH]n2)cc1 was read as NOD2-RIPK2 inh -13, NR5A2 inv ag 14, TWEAK Fn14 block 4, NCOA2 inhibitor 2, ABHD5 PLIN5 PPI 1, Granule exo inh 0, COUP-TFII inh 9, NCOA3 inh -2, TROY NFkB inh -51 and SRC1 inh 4.
For CCOC(=O)C1=CCN(S(=O)(=O)c2ccccc2C)C1c1ccc(C)cc1 (stereo not given) the results were NOD2-RIPK2 inh 2, NR5A2 inv ag -14, TWEAK Fn14 block 20, NCOA2 inhibitor 4, ABHD5 PLIN5 PPI 8, Granule exo inh 5, COUP-TFII inh 5, NCOA3 inh -10, TROY NFkB inh 10 and SRC1 inh 9.
`Cc1ccc(Nc2ncnc(N)n2)cc1` gave TLR9-MyD88 inh 7, NOD2-RIPK2 inh 2, NR5A2 inv ag -42, TWEAK Fn14 block 0, NCOA2 inhibitor -13, ABHD5 PLIN5 PPI -1, Granule exo inh 0, COUP-TFII inh -1, NCOA3 inh -13, TROY NFkB inh -35 and SRC1 inh -37.
Screening Nc1nc(-c2ccccc2)[nH]c(=O)c1N=O returned TLR9-MyD88 inh -5, NOD2-RIPK2 inh 0, NR5A2 inv ag 49, TWEAK Fn14 block 16, NCOA2 inhibitor 20, ABHD5 PLIN5 PPI -8, Granule exo inh 4, COUP-TFII inh -3, NCOA3 inh -9, TROY NFkB inh -4 and SRC1 inh 1.
Screening CN1CCN(c2ccc([N+](=O)[O-])cc2NC(=O)c2cccs2)CC1 returned TLR9-MyD88 inh 3, NOD2-RIPK2 inh 4, NR5A2 inv ag -5, TWEAK Fn14 block -17, NCOA2 inhibitor -3, ABHD5 PLIN5 PPI 2, Granule exo inh -2, COUP-TFII inh 8, NCOA3 inh -11, TROY NFkB inh -8 and SRC1 inh -59.

An excerpt; the hit share may differ from the screen's.
